# PME-1 inh – blocks human protein phosphatase methylesterase 1; inhibition, % at 5.9 µM; recombinant PME-1, FP-Rh probe fluorescence polarization; AID 2130; hit rate 0.53% among 320,000; Q9Y570;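 active means inhibition above the campaign mean of all compounds plus 3 SD, cut at about 26% in these data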;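 further: competitive labeling of PME-1 active site by serine hydrolase directed probe; 0% = PME-1 with DMSO and 100% = wells lacking PME-1 enzyme; inhibitors block probe labeling so polarization falls and inhibition rises; many of its hits are not listed in these tables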
# PAFAH1B3 inh – PAFAH1B3 (human) inhibition | Q15102 | hit rate 0.28% among 340,000 | recombinant PAFAH1B3, FP-rhodamine probe, fluorescence polarization | inhibition, % at 3.39 µM | AID 492972;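 active means inhibition above the screen-wide average of all tested compounds plus 3 SD, cut at about 25% in these data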;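 further: 0% = enzyme with DMSO only and 100% = wells lacking PAFAH1B3 protein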
# pPAFAH inh – pPAFAH (human) enzyme inhibition | Q13093 | recombinant pPAFAH, FP-rhodamine probe fluorescence polarization | inhibition, % at 3.39 µM | hit rate 1.5% among 330,000;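 active means inhibition above the mean inhibition across the screen plus 3 SD, cut at about 25% in these data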;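 further: inhibitors block binding of the rhodamine activity-based probe so polarization drops; 0% = enzyme with DMSO and 100% = wells lacking pPAFAH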
# Target sequence (Q13093 whole entry, looked up): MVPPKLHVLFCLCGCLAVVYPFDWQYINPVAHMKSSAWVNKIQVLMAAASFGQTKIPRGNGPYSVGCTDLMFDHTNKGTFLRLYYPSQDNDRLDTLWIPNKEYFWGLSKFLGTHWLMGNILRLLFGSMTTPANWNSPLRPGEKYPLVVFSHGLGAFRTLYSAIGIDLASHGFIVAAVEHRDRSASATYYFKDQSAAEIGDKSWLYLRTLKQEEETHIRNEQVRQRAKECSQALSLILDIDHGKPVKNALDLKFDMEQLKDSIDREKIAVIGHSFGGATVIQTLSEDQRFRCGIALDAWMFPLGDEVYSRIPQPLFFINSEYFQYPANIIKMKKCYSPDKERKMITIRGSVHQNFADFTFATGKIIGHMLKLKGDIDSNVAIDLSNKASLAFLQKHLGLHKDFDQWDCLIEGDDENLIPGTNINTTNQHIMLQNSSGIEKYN
# PAFAH2 inh – inhibitors of human PAFAH2; hit rate 0.99% among 340,000; inhibition, % at 3.39 µM; Q99487; recombinant PAFAH2, FP-rhodamine activity probe, fluorescence polarization; AID 492956;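 active means inhibition above the mean over all tested compounds plus 3 SD, cut at about 30% in these data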;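 further: inhibitors block probe labeling of enzyme so polarization drops; 0% = enzyme with DMSO and 100% = wells lacking PAFAH2 protein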
# LYPLA1 counter – LYPLA1 (human) inhibition in PME1 counter-screen; O75608; recombinant LYPLA1, FP-Rh probe fluorescence polarization; hit rate 0.16% among 320,000; inhibition, % at 5.9 µM; AID 2174;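 active means inhibition above the mean of all tested compounds plus 3 SD, set per campaign, cut at about 14% in these data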;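 further: inhibitors block serine hydrolase probe labeling of LYPLA1 so polarization falls; 0% = enzyme with DMSO and 100% = wells lacking LYPLA1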
# Target sequence (O75608 whole entry, looked up): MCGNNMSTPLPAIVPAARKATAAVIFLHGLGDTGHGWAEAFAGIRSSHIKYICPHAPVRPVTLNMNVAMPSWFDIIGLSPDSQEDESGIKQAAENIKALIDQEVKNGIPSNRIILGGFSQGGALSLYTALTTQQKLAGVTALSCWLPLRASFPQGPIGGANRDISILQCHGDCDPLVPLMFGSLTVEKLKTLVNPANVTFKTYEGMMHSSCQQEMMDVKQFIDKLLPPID
# LYPLA2 counter – LYPLA2 (human) inhibition in PME1 counter-screen; O95372; recombinant LYPLA2, FP-Rh probe fluorescence polarization; inhibition, % at 5.9 µM; hit rate 0.38% among 320,000;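 active means inhibition above the screen-wide mean plus 3 SD, limit set per campaign, cut at about 26% in these data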;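 further: 0% = LYPLA2 with DMSO and 100% = wells lacking LYPLA2 enzyme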
# PAD4 inh – blocks human protein arginine deiminase 4; recombinant PAD4, RCA probe fluorescence polarization; inhibition, % at 6.36 µM; hit rate 0.41% among 330,000; AID 485272;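 active means percent inhibition above a cutoff equal to the mean of all tested compounds plus 3 SD, cut at about 15% in these data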;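 further: 0% = PAD4 with RCA probe and DMSO and 100% = probe without PAD4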
# GSTO1 counter – blocks human GSTO1 in RBBP9 counter-screen. P78417. recombinant GSTO1, activity-based probe fluorescence polarization. inhibition, % at 5.96 µM. hit rate 1.1% among 300,000. AID 1974;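 active means inhibition above the campaign mean inhibition plus 3 SD, cut at about 35% in these data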;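 further: 0% = GSTO1-1 with DMSO and 100% = wells lacking GSTO1-1 enzyme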
# PAFAH1B2 inh – blocks human PAF acetylhydrolase 1b catalytic subunit 2; recombinant PAFAH1B2, FP-rhodamine activity probe, fluorescence polarization; inhibition, % at 3.39 µM; P68402; hit rate 1.2% among 340,000;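 active means inhibition above the mean of all tested compounds plus 3 SD, cut at about 24% in these data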;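 further: 0% = enzyme with DMSO and 100% = wells lacking PAFAH1B2; many of its hits are not listed in these tables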
# * hit, by the source's call; . = not tested or not shown.
Structure	PME-1 inh	PAFAH1B3 inh	pPAFAH inh	PAFAH2 inh	LYPLA1 counter	LYPLA2 counter	PAD4 inh	GSTO1 counter	PAFAH1B2 inh
O=C(Nc1ccc2ncccc2c1)c1cccc(Br)c1	-5	4	-2	-3	-6	0	-2	-12	3
NS(=O)(=O)c1ccc(NC(=O)COC(=O)C2CC2)cc1	.	3	0	2	.	.	0	.	1
COc1ccc(NC(=O)/C(=C\c2ccco2)NC(=O)c2ccco2)cc1	-2	14	3	7	0	-4	-2	1	-2
CCCc1cc(C(=O)Nc2ccc(CC)cc2)no1	-5	0	7	-8	-5	0	-3	0	5
CC(C)(C)C(=O)Nc1nnc(SCC(=O)NCc2ccco2)s1	0	-5	-4	-4	2	-2	-6	3	7
CS(=O)(=O)Nc1ccc(C2=NN(S(=O)(=O)c3ccccc3)C(c3cccs3)C2)cc1 (configuration not stated)	6	7	7	-1	-2	4	2	-4	1
CN(C(=O)CS(=O)(=O)c1cccc(Cl)c1)c1ccccc1	-2	1	-3	16	-1	-6	-2	1	-1
CC(C)C[C@H](NC(=O)c1[nH]cnc1C(=O)N[C@H](C)c1ccccc1)C(=O)OCc1ccccc1	2	0	0	-8	-9	-19	-1	1	0
COC(=O)c1c(-c2c(Cl)cccc2Cl)noc1NC(=O)NN1CCOCC1	-2	-1	1	27	0	1	5	2	5
Cc1nn(Cc2ccc(F)cc2)c(C)c1NC(=O)c1cc(-c2ccc3c(c2)OCO3)on1	1	-7	-3	-9	-1	11	3	5	-4

# Single entries from the entries so far.
# Entry of `COC(=O)c1c(-c2c(Cl)cccc2Cl)noc1NC(=O)NN1CCOCC1` in pPAFAH inh: 1
# Entry of `Cc1nn(Cc2ccc(F)cc2)c(C)c1NC(=O)c1cc(-c2ccc3c(c2)OCO3)on1` in PAFAH1B3 inh: -7
# Entry of `CN(C(=O)CS(=O)(=O)c1cccc(Cl)c1)c1ccccc1` in PAFAH1B3 inh: 1
# Entry of `NS(=O)(=O)c1ccc(NC(=O)COC(=O)C2CC2)cc1` in PAFAH1B3 inh: 3

# Some of these compounds in order of their number in PAD4 inh, rising:
SMILES | PAD4 inh
COc1ccc(NC(=O)/C(=C\c2ccco2)NC(=O)c2ccco2)cc1 | -2
CC(C)C[C@H](NC(=O)c1[nH]cnc1C(=O)N[C@H](C)c1ccccc1)C(=O)OCc1ccccc1 | -1
Cc1nn(Cc2ccc(F)cc2)c(C)c1NC(=O)c1cc(-c2ccc3c(c2)OCO3)on1 | 3
COC(=O)c1c(-c2c(Cl)cccc2Cl)noc1NC(=O)NN1CCOCC1 | 5

# Retrieved by compound from above, 2 records:
Structure	PME-1 inh	PAFAH1B3 inh	pPAFAH inh	PAFAH2 inh	LYPLA1 counter	LYPLA2 counter	PAD4 inh	GSTO1 counter	PAFAH1B2 inh
COC(=O)c1c(-c2c(Cl)cccc2Cl)noc1NC(=O)NN1CCOCC1	-2	-1	1	27	0	1	5	2	5
CCCc1cc(C(=O)Nc2ccc(CC)cc2)no1	-5	0	7	-8	-5	0	-3	0	5

# Other compounds.
Structure	PME-1 inh	PAFAH1B3 inh	pPAFAH inh	PAFAH2 inh	LYPLA1 counter	LYPLA2 counter	PAD4 inh	GSTO1 counter	PAFAH1B2 inh
Cc1ccc(CCCOC(=O)CN2CCCCC2)cc1	9	4	1	-3	-2	-4	2	5	12
CCC(C)N1CCN(S(=O)(=O)c2ccc3ccccc3c2)CC1 (configuration not stated)	-2	-1	7	1	2	11	-2	-3	5
OC1(CNCc2ccccc2)C2CC3CC(C2)CC1C3 (configuration not stated)	1	0	7	-3	-1	-3	-1	-3	2
C=CCn1c(-c2csc3ccccc23)n[nH]c1=S	3	2	-1	-7	-1	-2	0	-2	1
COc1cc(C(C)=O)ccc1OCc1cc(C(=O)N(C)CCC2CCCCO2)no1 (configuration not stated)	1	5	1	3	1	2	1	15	-2
COc1ccc(NC(=S)N(CCCN2CCOCC2)C(C)c2cc3ccccc3o2)cc1 (configuration not stated)	-4	2	10	-3	-2	-4	-3	11	2
C[C@@H](C(=O)Nc1ccccc1N1CCOCC1)N1C(=O)C2CC=CCC2C1=O (some centres not stated)	-1	7	1	-1	-1	-3	-3	-2	1
O=C(CCN1C(=O)c2ccccc2C1=O)NC(=S)Nc1cccc(Cl)c1	-1	3	3	-2	-7	9	1	5	-1
CCOC(=O)C1=C(c2ccccc2)N=C2SCC(=O)N2C1c1ccc2c(c1)OCO2 (configuration not stated)	-9	10	5	8	3	8	-10	9	-2
O=C(CSc1nc(=O)n(CCN2CCOCC2)c2c1CCC2)Nc1ccc(OC(F)(F)F)cc1	-2	-3	8	1	-1	6	3	-24	2

# Part of the list above in a different format:
# Every second line gives: PME-1 inh, PAFAH1B3 inh, pPAFAH inh, PAFAH2 inh, LYPLA1 counter, LYPLA2 counter, PAD4 inh, GSTO1 counter, PAFAH1B2 inh
> C[C@@H](C(=O)Nc1ccccc1N1CCOCC1)N1C(=O)C2CC=CCC2C1=O (some centres not stated)
 : -1, 7, 1, -1, -1, -3, -3, -2, 1
> O=C(CCN1C(=O)c2ccccc2C1=O)NC(=S)Nc1cccc(Cl)c1
 : -1, 3, 3, -2, -7, 9, 1, 5, -1
> CCOC(=O)C1=C(c2ccccc2)N=C2SCC(=O)N2C1c1ccc2c(c1)OCO2 (configuration not stated)
 : -9, 10, 5, 8, 3, 8, -10, 9, -2

# (cont.)
Structure	PME-1 inh	PAFAH1B3 inh	pPAFAH inh	PAFAH2 inh	LYPLA1 counter	LYPLA2 counter	PAD4 inh	GSTO1 counter	PAFAH1B2 inh
CC(=O)N1CCOCCOCCOCC1	-2	-8	6	6	0	0	-1	-7	0
CCC(C(=O)Nc1cc(OC)c(NC(=O)c2ccccc2)cc1OC)c1ccccc1 (configuration not stated)	3	-1	6	4	2	4	2	1	6
O=C(CCC(=O)N(CC(=O)NC1CCCC1)Cc1ccccc1Cl)Nc1nccs1	2	2	2	3	3	7	-6	2	8
COC(=O)c1cc2c(ccc3ccccc32)oc1=O	2	17	0	8	-3	-4	-2	-2	5
COc1ccc(OC)c(NC(=O)CSc2nnnn2C)c1	-1	7	0	12	-3	5	2	5	2
O=S(=O)(c1ccc(NC(=S)NCc2ccco2)cc1)N1CCCCC1	-13	-2	-2	-3	-15	-25	0	-9	2
CCOC(=O)c1c(-c2ccccc2)csc1NC(=S)NC	-6	7	3	4	-1	-4	6	-6	-1

# Some of the compounds tested; count on the stated rates, not on these rows.
